NOD2 inhibition = NOD2 signaling inhibitors, cell-based, luminescence, uHTS, HEK293 (AID 1566). one-dose inhibition, % at 4 µM; EC50 in µM for titrated hits. actives 0.63% (n = 290,000). HEK293 NOD2/NF-kB luciferase reporter, luminescence; higher % means a stronger effect; also: many of its hits are not listed in these tables
AID2073 = inhibitors of Mint1-CaV2.2 protein interaction, biochemical, HTRF (AID 2073) | HTRF protein-protein interaction, Mint1-CaV2.2; higher % means a stronger effect | one-dose inhibition, % at 20 µM; IC50 in µM for titrated hits | actives 0.19% (n = 290,000); in the data active = inhibition mostly above about 51%, no sharp cut-off; also: some results filed as inactive read as strong as hits
HIV fusion peptide = inhibitors of HIV fusion peptide binding, primary screen, biochemical, uHTS, fluorescence dequenching (AID 1986); inhibition, % at 20 µM, or IC50 in µM where a hit was titrated; actives 0.3% (n = 290,000); cell-free peptide binding, fluorescence dequenching, 30 min; higher % means a stronger effect; in the data active = inhibition mostly above about 52%, no sharp cut-off; inactive = mostly below about 76%; also: some results filed as inactive read as strong as hits
Myeloid diff MLP = induction of myeloid progenitor differentiation, primary screen, cell-based, flow cytometry, MLPCN library; actives 1% (n = 360,000); ER-HoxA9 myeloid progenitors, lysozyme-GFP differentiation; calls only at 10 µM;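 active = normalized GFP-positive differentiation at or above the plate's own cutoff, the solvent-only control mean plus 3 SD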;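 also: cells exposed to compound for four days before flow analysis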
Siah-1 displacement = Siah-1 peptide-binding antagonists, primary screen, biochemical, fluorescence polarization, rhodamine-plectin, uHTS (AID 1817); E3 ubiquitin-protein ligase SIAH1 (Homo sapiens); Siah-1 / rhodamine-plectin peptide fluorescence polarization; higher % means a stronger effect; displacement, % at 20 µM, or IC50 in µM where a hit was titrated; actives 0.02% (n = 290,000);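 active = displacement of at least 50% at 20 µM, with a fluorescence ratio check between 0.3 and a set limit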;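 also: plate controls were Siah plus tracer with DMSO for no effect and tracer alone without Siah for full effect; strong numbers were not always called active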
XIAP displacement = XIAP antagonists, biochemical, IAP family, fluorescence polarization (AID 1018); E3 ubiquitin-protein ligase XIAP (Homo sapiens); XIAP BIR domain, fluorescence polarization peptide displacement; higher % means a stronger effect; displacement, % at 20 µM, or IC50 in µM where a hit was titrated; actives 0.007% (n = 200,000); in the data active = displacement above about 50%; also: a part of the inactive calls stands beside numbers as strong as those of hits
Dengue-2 NS5 capping = Dengue-2 NS5 methyltransferase inhibitors, primary screen, biochemical, confirmation dose response (AID 588689). Genome polyprotein (Dengue virus type 2 (strain 16681-PDK53)). Dengue-2 NS5 methyltransferase capping enzyme assay, biochemical; higher % means a stronger effect. inhibition, % at 25 µM; hits with a dose series show IC50 in µM. actives 0.3% (n = 340,000); in the data active = a potency from the dose series
LYP inhibition = inhibitors of LYP phosphatase, biochemical, fluorescence intensity, uHTS (AID 1779) | actives 0.054% (n = 290,000) | recombinant LYP phosphatase, fluorescence intensity; higher % means a stronger effect | Tyrosine-protein phosphatase non-receptor type 22 (Homo sapiens) | inhibition, % at 11.5 µM, or IC50 in µM where a hit was titrated;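 also: plate controls were vehicle with enzyme for no effect and no enzyme for full effect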
Hep lipid drop = inhibitors of hepatocyte lipid droplet formation, primary screen, imaging, high-throughput imaging, BODIPY stain; AML12 mouse hepatocytes, oleate lipid droplets; inhibition, % at 6.5 µM; actives 0.4% (n = 240,000); AID 1656, 2009;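 active = lipid droplet intensity inhibited by at least 50%, with more than 500 cells counted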
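Material – AML12 mouse liver cells · Also added – oleate loading, 100 µM · Compound dosing – 6.5 µM single-point dosing · Times – overnight treatment with compound plus oleate · Measured by – fluorescence imaging, 20x objective, two fields per well · Read-out – percent inhibition of filter-corrected integrated lipid droplet intensity per well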
Hep lipid drop cells 6.5 µM = further read-out of Hep lipid drop, marked with its call; cell count; measured here: cell count, cytotoxicity flag;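 cells counted across two imaged fields per well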
Dengue-2 NS5 capping pilot replicate = further read-out of Dengue-2 NS5 capping, marked with its call; inhibition, %; measured here: pilot screen replicate inhibition
Myeloid diff MLP GFP+ MAC1+ % = recorded beside Myeloid diff MLP, whose call it bears; GFP+ MAC1+ double positive, %; measured here: differentiation confirmed by MAC1 staining
Active calls of the source: *; i = inactive; / = no result given; + = active, no number. Rule as the data show it, unless noted: active = inhibition above about 50%; inactive = the rest.

SMILES	NOD2 inhibition	AID2073	HIV fusion peptide	Myeloid diff MLP	Myeloid diff MLP GFP+ MAC1+ %	Siah-1 displacement	XIAP displacement	Dengue-2 NS5 capping	LYP inhibition	Hep lipid drop	Hep lipid drop cells 6.5 µM	others
Cc1ccc(-c2nc(C#N)c(NCCCn3ccnc3)o2)cc1	-27%	33%	-0.7%	+	2.5*	0%	-2.6%	-6%	-11%	-1	567
O=C(CN1CCN(C(=O)c2ccccc2)CC1)Nc1ccc(Br)cn1	-8%	-1%	-1.3%	i	0.7	3%	-6.2%	-6%	-5%	1	737
COc1cccc(C2NC(c3cccc(OC)c3O)C(C)C(=O)C2C)c1O (configuration not stated)	6%	-16%	-2.5%	i	5.3	-5%	-5.1%	-2%	-5%	/	/
CCCCn1c2c(c(=N)c3ccccc31)CCC2	36%	-17%	-0.5%	i	0.5	-4%	/	1%	-4%	-21	717
Cc1sc(-c2ccncc2)nc1OC(=O)c1ccc(Cl)cc1	4%	-2%	1.7%	i	0.8	1%	-4.2%	-1%	0%	/	/
CCCn1c(=O)[nH]c(=O)c2c1nc(-c1ccc(C(F)(F)F)cc1)n2CCOC	-9%	4%	0.9%	i	0.5	1%	/	-2%	-18%	7	780
CCC(Oc1cc(Cl)ccc1Cl)C(=O)NNC(=O)CCC(=O)O (configuration not stated)	16%	0%	-2.3%	i	0.9	-2%	-1.6%	6%	-7%	-14	681
c1ccc(-c2noc(-c3cccnc3)n2)nc1	-41%	1%	1.0%	+	1.0*	4%	-1.4%	-5%	-2%	8	623
Cc1cc(C(=O)NCCc2ccccc2)ccc1[N+](=O)[O-]	-82%	25%	2.2%	i	1.4	1%	39%	-6%	-2%	-4	637
CCN(CC)C(=O)C1CCCN(Cc2ccccc2C(F)(F)F)C1 (configuration not stated)	-4%	-5%	-1.0%	i	1.0	4%	-0.4%	-3%	-1%	-50	699	Dengue-2 NS5 capping pilot replicate=4.2
COC(=O)c1c(NC(C)=O)sc(C(=O)Nc2ccccc2F)c1C	-59%	7%	1.1%	i	0.2	2%	-5.7%	4%	-6%	1	672
Cc1ccc(S(=O)(=O)N(CC(=O)N2CCC(C(N)=O)CC2)Cc2ccc(F)cc2)cc1	8%	5%	1.3%	i	5.1	-6%	-9.1%	-1%	-15%	-1	761
CC1(C)Oc2ccc3ccc(=O)oc3c2/C(=C/Nc2ccccc2)C1=O	19%	-4%	3.5%	i	0.6	3%	-3.1%	-3%	4%	-1	741
O=C(Nc1ccccc1C(F)(F)F)N1CCCCCC1	-3%	2%	0.5%	i	0.9	-4%	-4.4%	-2%	-2%	0	769
O=C(CN1CCN(C(=O)C2CCCO2)CC1)Nc1ccc(Br)cc1 (configuration not stated)	-3%	14%	-0.3%	i	0.6	1%	/	-4%	-7%	-6	669
CC(C)C(NC(=O)OCc1ccccc1)C(=O)O (configuration not stated)	5%	15%	-0.4%	i	3.4	2%	-0.5%	2%	-2%	/	/
COc1cccc(C(=O)N2c3ccccc3Sc3ccccc32)c1	15%	3%	-0.6%	i	0.3	-2%	-10%	-1%	-11%	5	657
C/C(=N/NC(=O)CCC(=O)Nc1cccc(Cl)c1)c1ccc(C)cc1	14%	-8%	0.2%	i	0.6	1%	-0.6%	4%	-6%	1	729
O=C(O)CCC(=O)Nc1ccc(C(=O)OCC(=O)c2ccc(Cl)cc2)cc1	2%	-4%	1.6%	i	0.1	-1%	-3.2%	-5%	-5%	-1	693
Cc1ccc[n+](CC(=O)Nc2nc3ccccc3s2)c1	-16%	1%	-0.1%	i	0.5	-2%	-0.9%	-15%	-3%	-12	662
O=C(O)CCn1c(-c2ccccc2)cc2ccccc21	-6%	5%	1.1%	i	0.4	-7%	2.6%	-5%	-1%	-1	760
Cc1ccc(C(=O)NS(=O)(=O)c2ccc(N=NN(C)C)cc2)cc1	8%	-6%	0.5%	i	0.0	-5%	-20%	/	-5%	4	487
CCOc1cc(C)c(S(=O)(=O)NCCCn2ccnc2)cc1C	5%	1%	0.2%	i	0.4	3%	/	-14%	-2%	0	770
Cc1ccc(-c2n[nH]c(=S)n2/N=C\c2ccco2)cc1	10%	-18%	0.3%	i	0.8	12%	2.7%	-4%	-1%	-6	604
COc1ccc(NC(=O)CN(C)CC(=O)Nc2ccc(Cl)c(S(=O)(=O)N(C)C)c2)cc1	10%	2%	-1.0%	i	0.5	4%	-3.7%	-2%	-3%	-6	679
COC(=O)/C(=C(/F)SCC(C)=O)C(F)(F)F	3%	-3%	-0.6%	/	/	2%	0.8%	/	-5%	-2	819
CCC[C@@H]1C[C@@]1(CCC)[C@@H](NP(=O)(c1ccccc1)c1ccccc1)c1ccc(C(=O)OC)cc1	-8%	7%	1.6%	/	/	9%	-6.1%	/	8%	-2	739
CCN(CC)C(=O)C(=O)c1cc(C)n(-c2ccc(F)cc2)c1C	6%	20%	-1.5%	i	0.4	0%	-2.7%	-3%	-3%	-3	660
O=C(c1cc([N+](=O)[O-])cc([N+](=O)[O-])c1)N1CCN(C(=O)c2ccco2)CC1	26%	4%	-1.2%	i	0.6	11%	/	-8%	-8%	-2	660
Cc1ccc(C(C(=O)NC2CCCC2)N(C(=O)c2csnn2)c2ccccc2)o1 (configuration not stated)	10%	3%	1.1%	i	1.3	0%	/	3%	-4%	-14	798
N#Cc1cn(-c2ccccc2)nc1-c1cc2ccccc2oc1=O	-2%	22%	2.1%	i	0.4	9%	-3.8%	3%	-6%	7	698
Cc1oc2c(C)c3oc(=O)c(CCC(=O)N[C@@H](CC(C)C)C(=O)O)c(C)c3cc2c1C	8%	33%	5.7%	i	0.2	-1%	/	11%	0%	-7	679
O=C(/C=N/O)NCCCn1ccnc1	0%	-13%	-2.0%	i	1.2	-5%	0.8%	-6%	-10%	/	/
CCC1CCCCN1CCCNC(=O)Cn1ncc2c(C)n(Cc3ccccc3Cl)c(C)c2c1=O (configuration not stated)	-13%	8%	-0.3%	i	2.1	2%	/	2%	-1%	-43	572
S=C(Nc1ccc(Br)cc1Cl)N1CCCC1	-9%	-8%	0.4%	i	2.8	-1%	/	-3%	-7%	-7	661
COc1ccc(C(=O)c2ccc([N+](=O)[O-])cc2Cl)cc1	-7%	-10%	-1.3%	i	0.3	-3%	-4.5%	/	6%	-24	653
CCn1c2ccccc2c2cc(NC(=O)CCCN3C(=O)CCC3=O)ccc21	8%	-9%	-1.1%	i	0.3	2%	-1.8%	-3%	-1%	-23	664
COc1cc(C(=O)NCCC2=CCCCC2)ccc1OC1CCN(C(C)=O)CC1	5%	-6%	-0.8%	i	1.1	1%	/	-1%	-6%	13	726
Cc1c(C(=O)NCCO)sc2nc3n(c(=O)c12)CCC3	-3%	-12%	4.4%	i	0.2	-2%	-7.0%	-6%	-4%	0	714
COC(=O)c1ccc(C(=O)N(C)C2CCCN(Cc3ccccc3F)C2)cc1 (configuration not stated)	-5%	-1%	-0.3%	i	0.2	2%	/	-5%	-6%	-19	788
O=c1n(Cc2ccc(Cl)cc2)c2sc3c(c2c2ncnn12)CCCC3	24%	3%	-0.8%	i	0.8	0%	-2.8%	/	0%	-17	754
O=C(CCn1c2c(c3ccccc31)CCCC2)NNC(=O)c1ccccc1C(=O)O	-13%	1%	-1.5%	i	0.1	-2%	/	-8%	-8%	2	672
NC(=O)C1CCN(Cc2nnnn2Cc2ccco2)CC1	2%	5%	-2.3%	i	1.1	0%	-7.1%	-1%	2%	/	/
COC(CN(C(=O)CCl)C(C(=O)NC1CCCCC1)c1ccc(C)cc1)OC (configuration not stated)	5%	-4%	1.9%	i	0.5	6%	-13%	3%	-6%	-10	683

A section from the list above:
SMILES	NOD2 inhibition	AID2073	HIV fusion peptide	Myeloid diff MLP	Myeloid diff MLP GFP+ MAC1+ %	Siah-1 displacement	XIAP displacement	Dengue-2 NS5 capping	LYP inhibition	Hep lipid drop	Hep lipid drop cells 6.5 µM	others
Cc1ccc(C(C(=O)NC2CCCC2)N(C(=O)c2csnn2)c2ccccc2)o1 (configuration not stated)	10%	3%	1.1%	i	1.3	0%	/	3%	-4%	-14	798
N#Cc1cn(-c2ccccc2)nc1-c1cc2ccccc2oc1=O	-2%	22%	2.1%	i	0.4	9%	-3.8%	3%	-6%	7	698
Cc1oc2c(C)c3oc(=O)c(CCC(=O)N[C@@H](CC(C)C)C(=O)O)c(C)c3cc2c1C	8%	33%	5.7%	i	0.2	-1%	/	11%	0%	-7	679
O=C(/C=N/O)NCCCn1ccnc1	0%	-13%	-2.0%	i	1.2	-5%	0.8%	-6%	-10%	/	/
CCC1CCCCN1CCCNC(=O)Cn1ncc2c(C)n(Cc3ccccc3Cl)c(C)c2c1=O (configuration not stated)	-13%	8%	-0.3%	i	2.1	2%	/	2%	-1%	-43	572
S=C(Nc1ccc(Br)cc1Cl)N1CCCC1	-9%	-8%	0.4%	i	2.8	-1%	/	-3%	-7%	-7	661
COc1ccc(C(=O)c2ccc([N+](=O)[O-])cc2Cl)cc1	-7%	-10%	-1.3%	i	0.3	-3%	-4.5%	/	6%	-24	653
CCn1c2ccccc2c2cc(NC(=O)CCCN3C(=O)CCC3=O)ccc21	8%	-9%	-1.1%	i	0.3	2%	-1.8%	-3%	-1%	-23	664
COc1cc(C(=O)NCCC2=CCCCC2)ccc1OC1CCN(C(C)=O)CC1	5%	-6%	-0.8%	i	1.1	1%	/	-1%	-6%	13	726
Cc1c(C(=O)NCCO)sc2nc3n(c(=O)c12)CCC3	-3%	-12%	4.4%	i	0.2	-2%	-7.0%	-6%	-4%	0	714
COC(=O)c1ccc(C(=O)N(C)C2CCCN(Cc3ccccc3F)C2)cc1 (configuration not stated)	-5%	-1%	-0.3%	i	0.2	2%	/	-5%	-6%	-19	788
O=c1n(Cc2ccc(Cl)cc2)c2sc3c(c2c2ncnn12)CCCC3	24%	3%	-0.8%	i	0.8	0%	-2.8%	/	0%	-17	754
O=C(CCn1c2c(c3ccccc31)CCCC2)NNC(=O)c1ccccc1C(=O)O	-13%	1%	-1.5%	i	0.1	-2%	/	-8%	-8%	2	672

Two records picked at random from those above:
SMILES	NOD2 inhibition	AID2073	HIV fusion peptide	Myeloid diff MLP	Myeloid diff MLP GFP+ MAC1+ %	Siah-1 displacement	XIAP displacement	Dengue-2 NS5 capping	LYP inhibition	Hep lipid drop	Hep lipid drop cells 6.5 µM	others
Cc1ccc(-c2nc(C#N)c(NCCCn3ccnc3)o2)cc1	-27%	33%	-0.7%	+	2.5*	0%	-2.6%	-6%	-11%	-1	567
COC(=O)/C(=C(/F)SCC(C)=O)C(F)(F)F	3%	-3%	-0.6%	/	/	2%	0.8%	/	-5%	-2	819

Screening results: PubChem, several laboratories

A portion of the library; rates above refer to the full screens.
